# Akt phos inh: Akt phosphorylation inhibition; Neuro2A IGF-stimulated pAkt S473 HTRF, 20 min; stronger effect = lower value; activity change, % for hits at 50 µM; hit rate 0.32% among 360,000; AID 651550; in the data active means activity change below about -80%; inconclusive means mostly about -51% to -80%; further: on the % scale 0 is the no-effect control and ±100 the full control effect
#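 Neuro2A cells (4,500/well, DMEM with 0.5% FBS) were treated with compound at a single 50 µM final concentration, stimulated with 6 nM IGF for 20 min at 37 °C, and lysed. Phospho-Akt Ser473 was read by HTRF as 665/615 ratio ×10^4.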
# GLP-1R agonist: GLP-1 receptor (human) agonism | P43220 | HEK293 GLP-1R CRE-luciferase, luminescence, 4-6 h; cells express a hypersensitive GLP-1R form | Potency, µM (series often up to 45.6 µM), without a hit: at the top dose activation, usual class: activators | hit rate 0.007% among 380,000 | AID 624172; further: potency means the concentration at half of the fitted maximal effect; % of control where 0% means no effect
# Target sequence (P43220 whole entry, looked up): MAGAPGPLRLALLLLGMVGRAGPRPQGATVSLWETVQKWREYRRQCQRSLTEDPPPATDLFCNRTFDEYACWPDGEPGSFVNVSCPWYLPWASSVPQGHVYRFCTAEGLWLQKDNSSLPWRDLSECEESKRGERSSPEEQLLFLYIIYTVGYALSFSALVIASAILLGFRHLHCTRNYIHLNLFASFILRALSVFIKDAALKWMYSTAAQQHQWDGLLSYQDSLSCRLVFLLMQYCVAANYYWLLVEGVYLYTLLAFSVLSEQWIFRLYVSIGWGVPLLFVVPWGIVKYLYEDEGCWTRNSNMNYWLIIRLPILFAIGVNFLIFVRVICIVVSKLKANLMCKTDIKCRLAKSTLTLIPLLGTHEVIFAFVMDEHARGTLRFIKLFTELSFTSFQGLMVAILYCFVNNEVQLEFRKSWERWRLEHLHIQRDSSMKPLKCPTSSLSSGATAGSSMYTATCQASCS
# PTHR1 ag: PTHR1 (human) receptor agonism | AID 743266 | Q03431 | HEK293 GP2 PTHR1 cells, GloSensor cAMP luminescence, 1 h | hit rate 0.075% among 410,000 | Potency, µM (top dose mostly 115 µM), without a hit: at the highest dose activation, actives largely listed as activators; further: potency means the concentration at half of the fitted maximal effect; nearly all actives have a fitted effect of over 55% in size; some results filed as inactive show a strong effect at the top dose; inactives centre near -15; many of its hits are not listed in these tables
# Target sequence (Q03431 whole entry, looked up): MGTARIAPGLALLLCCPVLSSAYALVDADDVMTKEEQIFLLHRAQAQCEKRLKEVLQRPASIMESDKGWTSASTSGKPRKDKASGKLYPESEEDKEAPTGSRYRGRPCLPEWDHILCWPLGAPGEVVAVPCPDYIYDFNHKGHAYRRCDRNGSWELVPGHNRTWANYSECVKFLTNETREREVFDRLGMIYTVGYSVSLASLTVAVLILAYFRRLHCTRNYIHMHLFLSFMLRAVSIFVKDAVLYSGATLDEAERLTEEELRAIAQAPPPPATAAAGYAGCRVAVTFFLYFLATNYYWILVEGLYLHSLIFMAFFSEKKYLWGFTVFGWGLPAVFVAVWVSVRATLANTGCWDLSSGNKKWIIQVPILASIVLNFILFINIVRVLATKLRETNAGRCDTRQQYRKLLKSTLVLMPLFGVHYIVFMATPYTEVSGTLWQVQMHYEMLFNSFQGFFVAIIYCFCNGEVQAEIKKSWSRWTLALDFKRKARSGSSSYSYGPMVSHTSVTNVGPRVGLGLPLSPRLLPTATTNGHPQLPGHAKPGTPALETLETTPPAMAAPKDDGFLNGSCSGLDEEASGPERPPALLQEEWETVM
#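 HEK-293-derived GP2 cells expressing PTHR1 and a GloSensor cAMP reporter, 3,000/well, plated overnight, given luciferin plus IBMX (each 0.5 mM as added) for 1 h at 37 °C, then compound for 1 h at 37 °C. Luminescence was read after 15 min at room temperature.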
# aSyn yeast inh: inhibitors of alpha-synuclein toxicity in yeast | Yeast expressing alpha-synuclein, growth rescue, BacTiter-Glo, 24 h | Potency, µM (top dose mostly 46.1 µM), for the others: at the top dose growth rescue (activation), actives largely listed as activators | hit rate 0.14% among 370,000 | AID 652106; further: potency means the concentration at half of the fitted maximal effect; % of control where 0% means no effect; nearly all actives have a fitted effect of over 65% in size
#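 Rescue of yeast growth: cells expressing toxic alpha-synuclein, induced in galactose at OD600 0.02, incubated with compound 24 h at 30 C. ATP luminescence quantified growth; inhibitors of toxicity appear as activators.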
# GLP1R inv ag: acts as inverse agonist at human GLP-1 receptor; P43220; HEK293 GLP-1R CRE-luciferase, luminescence, 24 h; GLP-1R form is constitutively active; Potency, µM (series often up to 38.3 µM), inactives show at the highest dose activity change, negative = inhibition, usual class: inhibitors; hit rate 1.6% among 410,000; AID 624417; further: potency means the concentration at half of the fitted maximal effect; on the % scale 0 is the no-effect control and ±100 the full control effect; nearly all actives have a fitted effect of over 55% in size
#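 Assay principle: reduced luminescence from a cAMP-responsive reporter in HEK293 cells co-expressing a constitutively active GLP-1R. Conditions: 24 hr compound incubation, 37 deg C, 5% CO2.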
# D3 antag: blocks the human D3 dopamine receptor | max response, negative = inhibition, % | AID 652054 | hit rate 2.5% among 360,000 | D3R cells, DiscoveRx beta-arrestin luminescence, antagonist mode; stronger effect = lower value | P35462; in the data active means max response below about -50%; inconclusive means no clear call, values can overlap the other calls; further: on the % scale 0 is the no-effect control and ±100 the full control effect; mostly tested at two doses, the higher about 12 µM
#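 Cells expressing the human receptor were seeded at 1500 cells/well, incubated overnight at 37 degrees C in 5% CO2, then exposed to library compounds with dopamine controls for 90 minutes at 37 degrees C before luminescent detection.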
# Abeta rescue: restores growth of yeast expressing A-beta42 peptide | yeast expressing A-beta42, growth rescue, OD600, 48 h; response scale: 0% DMSO, 100% iron-clioquinol control | Potency, µM (doses to about 46.1 µM), without a hit: at the highest dose growth rescue, usual class: activators | hit rate 0.063% among 410,000; further: potency means the concentration at half of the fitted maximal effect; nearly all actives have a fitted effect of over 55% in size
#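 Growth rescue measured by 600 nm absorbance after 48 h yeast culture at 30 C with compound. Values normalized between DMSO and an equimolar ferric chloride plus clioquinol control.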
# TDP-43 yeast inh: rescues yeast growth from TDP-43 toxicity | hit rate 1.8% among 410,000 | Potency, µM (doses to about 46.1 µM), for inactives: top-dose growth rescue (activation), usual class: activators | TDP-43 expressing yeast growth rescue, BacTiter-Glo, 24 h; further: potency means the concentration at half of the fitted maximal effect; % of control where 0% means no effect; nearly all actives have a fitted effect of over 50% in size
#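 In this qHTS, compounds that restore growth of yeast expressing TDP-43 appear as activators. Cells (OD600=0.02, galactose medium, raffinose-pregrown) are incubated with compound 24 hr at 30 deg C and growth is quantified by BacTiter-Glo.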
# FUS suppressor: suppressors of FUS proteinopathy in yeast; S. cerevisiae FUS-expressing, growth rescue, OD600, 24 h; hit rate 0.24% among 390,000; Potency, µM (highest dose often 76.6 µM), inactives show top-dose growth rescue (activation), hits mostly activators;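 further: potency means the concentration at half of the fitted maximal effect; plate controls were DMSO vehicle for no effect and reference control for full effect; nearly all actives have a fitted effect of over 55% in size; some results filed as inactive show a strong effect at the top dose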
#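 Galactose (2%) drives FUS expression in yeast precultured in raffinose; seeding density OD 0.005. Test compounds incubated 24hr at 30C and 99% humidity before absorbance at 600 nm was measured.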
# Active calls of the source: *; i = inactive; ? = inconclusive; . = not tested or not shown; [ ] = dose if it differs, or a comment. Unless noted, the call rests on the fitted dose curve; in most records, active means well fitted curve in the direction sought with a large enough effect; inconclusive means small, poorly fitted or top-dose-only effect, or another doubt; inactive means no such curve, though single readings can be large; an effect the other way counts as inactive or inconclusive. A portion of the library. The share of hits here may be higher or lower than overall.
SMILES,Akt phos inh,GLP-1R agonist,PTHR1 ag,aSyn yeast inh,GLP1R inv ag,D3 antag,Abeta rescue,TDP-43 yeast inh,FUS suppressor
O=C(CSc1nnc(CNc2ccc(F)cc2)n1Cc1ccccc1)NCc1ccco1,i,-4%,-15%,-7%,-29%,11,12%,6%,33%
C=CCSc1nnc(-c2sc(-c3ccccc3)nc2C)n1C,.,5%,-15%,.,0%,-10,2%,16µM*,-4%
CC1CC(C)CN(S(=O)(=O)c2ccc3c(c2)C(C)(C)C(=O)N3C)C1 (stereo unspecified),i,2%,-55%[inhibitor],14%,10%,-3,-7%,7%,14%
COc1ccc(NC(=O)c2ccc(Cl)nc2)cc1S(=O)(=O)N1CCCCC1,i,7%,-46%,2%,-29%,-9,-7%,-1%,10%
COc1ccc(N(C(=O)CNC(=O)c2ccco2)C(C(=O)NC2CCCC2)c2ccc(C)o2)cc1 (stereo unspecified),i,-1%,i,0%,29%,9,7%,0%,-2%
COc1ccc(Nc2c(-c3ccc(C)cc3)nc3cnccn23)cc1,i,0%,-13%,12%,-16%,20,.,18%,43%
CCOC(=O)C1=C(COC(=O)c2ccc(OC)c(OC)c2OC)NC(=O)NC1C (stereo unspecified),i,?,-15%,-1%,51%[activator],-2,-3%,-2%,6%
COc1ccccc1N1C(=NC(=O)CCC2CCCC2)SC2CS(=O)(=O)CC21 (stereo unspecified),i,3%,i,1%,-5%,-3,1%,7%,-9%
Cc1cccc(C(=O)Nc2c3c(nn2-c2ccc(Cl)cc2)CS(=O)(=O)C3)c1,.,.,-20%,.,-15%,.,-17%,5%,21%
CCc1cccc(NC(=O)CN2C(=O)COc3ccc(S(=O)(=O)Nc4ccccc4)cc32)c1,.,-4%,-19%,.,?,.,-23%,7%,?
CCOC(=O)c1c(C)[nH]c(O)c1C=Nc1ccc(C(F)(F)F)cc1,i,10%,-19%,-6%,?,-11,-4%,3.2µM*,36%
COc1ccc(/C=C/C(=O)Nc2cc(F)ccc2C)cc1S(=O)(=O)N1CCOCC1,i,6%,-22%,1%,-9%,15,6%,.,13%
Cc1nc(-c2ccc(F)cc2)sc1CCNC(=O)C(=O)Nc1ccc2c(c1)OCO2,.,.,-48%[inhibitor],.,-5%,.,-8%,11%,-26%
CCOC(=O)c1cc(-c2ccccc2)n(-c2cccc(C(=O)Nc3cccc(F)c3)c2)c1C,.,.,-13%,.,?,.,-10%,4%,37%
CCOC(=O)C1=C(COC(=O)CCS(=O)(=O)c2ccc(C)cc2)NC(=O)NC1C (stereo unspecified),i,4%,22%,-6%,-7%,-25,-12%,-28%,4%
CCOc1ccc(NC(=O)C2CCCN2C(=O)NC2CCCCC2)cc1 (stereo unspecified),i,0%,-22%,0%,7%,8,1%,10%,10%
C(=N\N=C\c1ccccc1)/c1ccccc1,i,7%,-31%[inhibitor],0%,13%,-19,-3%,6%,-14%
COc1ccc(Nc2nc(NCCO)nc(OC)n2)cc1,i,22%,i,4%,20%,15,-1%,-4%,0%
CCn1nnc(NC(=O)c2cc3ccccc3o2)n1,i,-11%,-8%,-11%,4%,36,1%,-19%,26%
CCOc1cc(/C=C/c2nc3ccccc3s2)ccc1OCC(=O)N1CCOCC1,i,-25%,-27%,-14%,?,22,-14%,-1%,38%
COc1cc(NC(=O)N(Cc2ccco2)C2CCN(C(C)=O)CC2)cc(OC)c1OC,.,.,-23%,.,-4%,.,-13%,-30%,-4%
Cc1ccc(Nc2c(-c3c[nH]c4ccccc34)nc3ccccn23)cc1,.,.,i,.,?,.,7%,20%,23%
CC(C)(C)c1ccc(OCC(=O)Nc2cccc(S(=O)(=O)NC3=NCCCCC3)c2)cc1,i,-2%,-7%,4%,?,-1,-10%,11%,43%
COc1ccccc1/C=N/NC(=O)CNC(=O)c1ccc(S(=O)(=O)N2CCCC2)cc1,i,7%,-1%,0%,-5%,1,15%,-10%[9.22 µM],14%
CCCCCCCCN1C(=O)[C@H](CC(=O)NCCCOCCCC)C[C@@]2(C(=O)OC)CC(C)(C)CC=C12,i,.,-35%[inhibitor],?,-17%,4,3%,18%,?
O=C(CCNS(=O)(=O)c1ccccc1)OCc1ccc([N+](=O)[O-])cc1,i,-6%,-24%,1%,12%,-18,7%,29%,-34%
COc1ccc(-n2nc(C(=O)O)c3ccccc3c2=O)cc1,i,2%,i,0%,56%[activator],19,0%,-9%,6%
O=C(NCc1ccccc1)c1cc(C2CCCN(C(=O)c3ccccc3)C2)on1 (stereo unspecified),i,0%,-13%,-11%,18%,-17,-16%,18%,7%
C=CC[C@H](CC(=O)N(CCO)Cc1ccccc1)C(=O)N[C@H](COC(=O)[C@@H](CC=C)Cc1ccc(F)cc1)Cc1ccccc1,i,0%,-16%,-1%,2%,0,5%,0%,?
Cn1cccc1/C=C1\SC(=O)N(CC(=O)Nc2ccc(F)cc2)C1=O,i,6%,-5%,-3%,-26%,-6,-3%,0%,33%
CCn1c(=O)n(CC)c2cc(S(=O)(=O)N3CCc4ccccc43)ccc21,i,17%,i,4%,2%,-19,3%,-23%,4%
Cc1nc2ccccc2n1CCOc1ccc([N+](=O)[O-])cc1,i,13%,-12%,-1%,1%,3,-4%,-1%,4%
O=S(=O)(c1c(F)cccc1F)C1CCN(S(=O)(=O)c2ccc3c(c2)OCCO3)CC1,.,0%,-23%,.,.,.,0%,.,-7%
O=C(NCCOc1ccc(Cl)cc1)C(=O)NCC1CCCO1 (stereo unspecified),i,4%,i,-1%,18%,7,-2%,19%,-11%
COc1cc(/C=C2\SC(=S)N(CC(=O)NC3=NCCS3)C2=O)cc(OC)c1OC,i,0%,i,1%,4%,-5,-10%,-17%,9%
Cc1ccc(C(=O)Nc2ccc(C(=O)N/N=C/c3cccnc3)cc2)cc1,i,9%,-39%,1%,0%,-15,5%,-6%,17%
CCCCc1n[nH]c(=S)n1Cc1ccccc1,i,10%,i,1%,?,0,12%,?,-28%
Cc1cccc(N2CC(C(=O)Nc3nnc(SCCN4CCOCC4)s3)CC2=O)c1 (stereo unspecified),i,-3%,i,4%,8%,-1,-12%,-7%,26%
COc1ccc(-c2nc(-c3ccc(C(=O)O)cc3)no2)cc1,.,-1%,-41%[inhibitor],.,.,.,13%,.,-4%
COCCN(C(=O)c1sc2ccccc2c1Cl)c1c(N)n(CC(C)C)c(=O)[nH]c1=O,i,8%,i,-5%,4%,-1,-5%,14%,-20%

# An excerpt from above in order of count of non-hydrogen atoms, largest number first.
SMILES,Akt phos inh,GLP-1R agonist,PTHR1 ag,aSyn yeast inh,GLP1R inv ag,D3 antag,Abeta rescue,TDP-43 yeast inh,FUS suppressor
C=CC[C@H](CC(=O)N(CCO)Cc1ccccc1)C(=O)N[C@H](COC(=O)[C@@H](CC=C)Cc1ccc(F)cc1)Cc1ccccc1,i,0%,-16%,-1%,2%,0,5%,0%,?
CCCCCCCCN1C(=O)[C@H](CC(=O)NCCCOCCCC)C[C@@]2(C(=O)OC)CC(C)(C)CC=C12,i,.,-35%[inhibitor],?,-17%,4,3%,18%,?
COc1ccccc1/C=N/NC(=O)CNC(=O)c1ccc(S(=O)(=O)N2CCCC2)cc1,i,7%,-1%,0%,-5%,1,15%,-10%[9.22 µM],14%
Cc1cccc(N2CC(C(=O)Nc3nnc(SCCN4CCOCC4)s3)CC2=O)c1 (stereo unspecified),i,-3%,i,4%,8%,-1,-12%,-7%,26%
COc1cc(/C=C2\SC(=S)N(CC(=O)NC3=NCCS3)C2=O)cc(OC)c1OC,i,0%,i,1%,4%,-5,-10%,-17%,9%
CCn1c(=O)n(CC)c2cc(S(=O)(=O)N3CCc4ccccc43)ccc21,i,17%,i,4%,2%,-19,3%,-23%,4%
Cn1cccc1/C=C1\SC(=O)N(CC(=O)Nc2ccc(F)cc2)C1=O,i,6%,-5%,-3%,-26%,-6,-3%,0%,33%
Cc1nc2ccccc2n1CCOc1ccc([N+](=O)[O-])cc1,i,13%,-12%,-1%,1%,3,-4%,-1%,4%

# (next part)
SMILES,Akt phos inh,GLP-1R agonist,PTHR1 ag,aSyn yeast inh,GLP1R inv ag,D3 antag,Abeta rescue,TDP-43 yeast inh,FUS suppressor
Cc1ccc(C)c(-c2csc(-c3cccnc3)n2)c1,i,-2%,-23%,22%,?,-15,-24%,?,-14%
CCn1nc(C)c(/C=N/NC(=O)Cn2nc(C)cc2C)c1C,i,8%,-11%,0%,7%,21,6%,7%,2%
NCCCC[C@@H]1NC(=O)c2cc([N+](=O)[O-])cc(I)c2SC[C@@H](C(=O)NCC(N)=O)NC(=O)CNC1=O,i,7%,-4%,0%,8%,-15,6%,21%,-13%
O=C(Nc1ccc(C(=O)N2CCN(c3ccccn3)CC2)cc1)c1ccc(Br)o1,i,-4%,-6%,6%,-4%,-23,-1%,-4%,6%
COc1ccccc1CNC(=O)COC(=O)c1cccc(-n2cnnn2)c1,i,7%,i,-2%,6%,2,-9%,-8%,-16%
O=C(Cn1ncc(Cl)c(Cl)c1=O)N1CCN(S(=O)(=O)c2ccc3ccccc3c2)CC1,i,-11%,-38%[inhibitor],15%,?,?,-16%,-12%[0.397 µM],21%
O=C(c1ccco1)N1CCN(C(=O)c2ccc(CS(=O)c3cccc(Cl)c3)o2)CC1 (stereo unspecified),i,6%,i,2%,11%,16,20%,3%,3%
COc1ccccc1N(CC(=O)NCc1ccco1)S(C)(=O)=O,i,4%,i,-3%,4%,-15,4%,-24%,13%
CC(=O)NC(c1ccccc1)c1nc2ccccc2[nH]1 (stereo unspecified),i,3%,i,0%,-3%,9,-29%,-11%,-9%
O=C(NCc1ccc2c(c1)OCO2)c1c(O)nc2sccn2c1=O,i,3%,17%,7%,1%,14,11%,-34%[inhibitor],3%

# Assay outcomes from PubChem.
